Source: PubChem BioAssay (NCI)
Growth percent in the NCI-60 one-dose screen (48 h, 10 µM unless noted): 100 = growth as untreated, 0 = no growth, -100 = all killed.
786-0: 786-0 renal cancer cells | 81,000 tested, 5.1% active | AID 1794775
HT29: HT29 colon cancer. 81,000 tested, 7.4% active
HCC-2998: HCC-2998 colon cancer; 79,000 tested, 4.7% active
SN12C: SN12C renal cancer cells. 81,000 tested, 3.8% active
SW-620: SW-620 colon cancer; 82,000 tested, 5.2% active
UO-31: UO-31 renal cancer. 81,000 tested, 5.2% active. AID 1794768
HCT-116: HCT-116 colon cancer; 82,000 tested, 7.3% active; AID 1794798
HCT-15: HCT-15 colon cancer | 82,000 tested, 5.2% active | AID 1794746
TK-10: TK-10 renal cancer cells. 81,000 tested, 3.9% active
* hit, by the source's call; / = no result given; & = joins results of further samples. The calls were made as follows: active = growth percent below 10; inactive = the rest.

Every second line gives: SN12C, HCT-15, HT29, 786-0, HCT-116, TK-10, HCC-2998, UO-31, SW-620
- C1CC[N+]2(CC1)CC[N+]1(CCCCC1)CC2
→ 95, 91, 105, 98, 101, 113, 118, 93, 107
- O=C1CCc2c(sc3[nH]c(=S)n(-c4ccc(Cl)cc4)c(=O)c23)C1
→ 99, 93, 102, 89, 96, 105, 90, 85, 104
- C=C(C)[C@@H]1CC[C@]2(C(=O)NCCC#N)CC[C@]3(C)[C@H](CC[C@@H]4[C@@]5(C)Cc6c([nH]c7ccccc67)C(C)(C)[C@@H]5CC[C@]43C)[C@@H]12
→ 100, 98, 103, 98, 94, 93, 95, 96, 90
- CC(NCc1ccccc1)c1cc(Cl)ccc1O (stereo not given)
→ 92, 103, 86, 91, 69, 111, 109, 84, 100
- CCOC(CN1CCCC1)OCC
→ 104, 107, 110, 100, 102, 106, 107, 91, 101
- COc1ccc(C(O)C#N)cc1OC (stereo not given)
→ 105, 105, 103, 104, 105, 107, 108, 86, 102
- Cc1ccc2nc(C)c(C(=O)NCc3ccc(OCc4cn(Cc5ccccc5)nn4)cc3)n2c1
→ 93, 104, 98, 100, 105, 117, 106, 78, 103
- Cc1[nH]c(/C=C/C(=O)c2ccc(C(F)(F)F)c(F)c2)c(C)c1C(=O)N1CCCCC1
→ 92&94, 91&97, 98&98, 102&95, 89&88, 121&100, 109&95, 78&81, 96&105
- COC(=O)/C=C\C(=O)OC
→ 102, 107, 103, 103, 108, 109, 103, 81, 105
- CC1(C)CC(=O)C2=C(C1)N(c1ccc(F)cc1F)C(N)=C(C#N)C2c1cc(Br)ccc1F (stereo not given)
→ 97, 94, 83, 99, 81, 104, 107, 81, 90
- CCCCc1ccc(NC(=O)Nc2ccc3oc(=O)ccc3c2)cc1
→ 82, 76, 94, 90, 67, 90, 100, 89, 90
- C=CCOc1cccc(/C=C2\SC(=Nc3ccc(O)cc3)NC2=O)c1
→ 15, 10, 12, 11, 5.9*, 68, 11, 21, 23
- Nc1nc2nc(Br)[nH]c2c(=O)[nH]1
→ 106, 109, 104, 100, 99, 99, 119, 92, 106
- CCC/C=C/C=N/N1C(=S)N(c2ccccc2)[C@]23OC(N)=C(C#N)[C@]12C(=O)c1ccccc13
→ 104, 103, 111, 105, 91, 125, 120, 80, 96
- COc1ccc(C/C(C)=C(\c2ccc(Cl)cc2)c2ccc(OCCN)cc2)cc1
→ 112, 102, 112, 107, 108, 108, 115, 90, 94
- NS(=O)(=O)c1ccc(CCN2C(=O)/C(=C\c3ccc(F)cc3)C=C2c2ccc(Cl)cc2)cc1
→ 98, 99, 105, 104, 108, 113, 109, 79, 100
- CCN(CC)CCOc1ccc(C2=C(c3ccccc3)CCc3cc(OC)ccc32)cc1
→ 52, 6.8*, -50*, -82*, 5.5*, -21*, /, -77*, -59*
- CC(=O)c1sc(Nc2ccc(S(=O)(=O)Nc3nc(C)cc(C)n3)cc2)nc1C
→ 106, 109, 97, 106, 111, 107, 109, 93, 107
- COC(=O)C(=CC(Cl)(Cl)Cl)C(=O)OC
→ 102, 103, 105, 101, 104, 101, 126, 89, 105
- Cc1nn2c(-c3nc4ccc(Cl)cc4[nH]3)c(-c3ccc(F)cc3)nc2s1
→ 106, 76, 94, 94, 86, 97, 99, 87, 91
- Nc1c(Cl)cc([N+](=O)[O-])cc1Br
→ 97, 103, 103, 88, 105, 115, 94, 90, /
- c1ccc2cc3c(cc2c1)oc1ccccc13
→ 101, 98, 107, 109, 110, 127, 105, 75, /
- O=c1[nH]c(=S)[nH]c(=O)n1Cc1cccc2ccccc12
→ 101, 98, 110, /, 102, /, 86, 93, 103
- CCCN1C[C@H](CSC)C[C@@H]2c3cccc4[nH]cc(c34)C[C@H]21
→ 89, 91, 88, 82, 86, 96, 89, 62, 100
- O=C(N(c1ccccc1)c1ccccc1)n1cc(I)c2nc(Cl)nc(Cl)c21
→ 35, 31, 30, 58, 26, 87, 93, 54, 26
- COc1ccc(S(=O)(=O)n2ccc(-c3ccc4c(c3)CCC(C)(C)O4)n2)cc1
→ 97, 98, 84, 68, 68, 68, 89, 78, 90
- CN(C)c1ccc(-c2c(C#N)c(=O)nc3n2CC(=O)S3)cc1
→ 101, 100, 109, 100, 99, /, 90, 97, 111
- COc1ccc(NC(=O)Nc2nc3ccc(OC(F)(F)F)cc3s2)cc1
→ 99, 101, 106, 105, 98, 103, 101, 89, 108
- O=C1CC23OC4ON=C(Br)C4C2C(O)c2ccccc2N13 (stereo not given)
→ 101, 99, 91, 101, 95, 132, 103, 63, 101
- CC(=O)Nc1cc2c(O)c(N=Nc3ccc(C(=O)Nc4ccc(N=Nc5ccc(S(=O)(=O)O)cc5)cc4)cc3)c(S(=O)(=O)O)cc2cc1S(=O)(=O)O
→ 129, 98, 108, 110, 111, 104, 100, 91, 105
- COc1ccc(CCn2cncc2-c2c[nH]c3ccc(Br)cc23)cc1
→ 52, 49, 50, 68, 41, 74, 88, 37, 70
- Cc1ccc(C(C)C)c(OCc2ccc(C(=O)N/N=C/c3cccc(O)c3O)cc2)c1
→ 35, 13, 40, 16, 20, 74, 46, 16, 48
- Brc1ccc2[nH]cc(-c3nn4cc(-c5nccs5)nc4s3)c2c1
→ 71, 10, 41, -74*, -82*, 98, 37, -48*, 25
- O=C(CCCCCCN1CC(=O)N2[C@@H](c3ccc(Cl)c(Cl)c3)c3[nH]c4ccccc4c3C[C@H]2C1=O)NO
→ 61, 92, 34, 72, 23, 40, 62, 57, 33
- C=C1c2c(C)nn(-c3cccc(Cl)c3)c2N(C)C23C[C@H]1C1(C)c4c(C)nn(-c5cccc(Cl)c5)c4N(C)C(C)(C[C@H]12)C3 (stereo not given in full)
→ 101, 105, 96, 108, 105, /, 107, 90, 104
- Cc1n[nH]c2ccc([N+](=O)[O-])cc2c1=O
→ 102, 113, 119, 100, 101, 108, 108, 92, 108
- CSc1nnc2c3cc(Br)cc(Br)c3n(C)c2n1
→ 95, 94, 111, 103, 98, /, 102, 61, 90
- COc1ccc(/C=C2\CN(C)CC3=C2OC(N)=C(C#N)C3c2ccc(OC)c(OC)c2)cc1OC (stereo not given)
→ 83, 94, 114, 79, 93, 96, 103, 63, 95
- Cc1ccc(S(=O)(=O)NC(=O)NNC(=O)C(=O)Nc2ccc(F)cc2)cc1
→ 107, 98, 104, 96, 106, 99, 106, 95, 112
- Nc1c(C(=O)Nc2ccccn2)sc2nc3c(cc12)CCCCCCCC3
→ 86, 50, 66, 97, 70, 95, 86, 95, 56
- O=c1c2ccccc2n(C[C@H]2CO2)c2ccccc12
→ 6.1*, -17*, 2.8*, -14*, 2.2*, 4.1*, -70*, -27*, 0.4*
- NC(N)=NC1NCC(=O)S1 (stereo not given)
→ 110, 94, 104, 95, 93, 91, 99, 89, 111
- COc1ccc(/C=C2\C(=O)Nc3ccccc32)cc1OCc1ccccn1
→ 95, 84, 114, 101, 88, 138, 110, /, 96
- Cc1cc(Nc2ccc(C)c(C)c2)nc(N)n1
→ 115, 98, 86, 88, 94, 110, 96, 83, 105
- C/C(=N\Nc1ccc(S(N)(=O)=O)cc1)c1cc2cc(Br)ccc2o1
→ 99, 107, 105, 105, 109, 123, 113, 100, 108

Compounds shown so far that have a cyano group (six):
Every second line gives: SN12C, HCT-15, HT29, 786-0, HCT-116, TK-10, HCC-2998, UO-31, SW-620
- C=C(C)[C@@H]1CC[C@]2(C(=O)NCCC#N)CC[C@]3(C)[C@H](CC[C@@H]4[C@@]5(C)Cc6c([nH]c7ccccc67)C(C)(C)[C@@H]5CC[C@]43C)[C@@H]12
→ 100, 98, 103, 98, 94, 93, 95, 96, 90
- COc1ccc(C(O)C#N)cc1OC (stereo not given)
→ 105, 105, 103, 104, 105, 107, 108, 86, 102
- CC1(C)CC(=O)C2=C(C1)N(c1ccc(F)cc1F)C(N)=C(C#N)C2c1cc(Br)ccc1F (stereo not given)
→ 97, 94, 83, 99, 81, 104, 107, 81, 90
- CCC/C=C/C=N/N1C(=S)N(c2ccccc2)[C@]23OC(N)=C(C#N)[C@]12C(=O)c1ccccc13
→ 104, 103, 111, 105, 91, 125, 120, 80, 96
- CN(C)c1ccc(-c2c(C#N)c(=O)nc3n2CC(=O)S3)cc1
→ 101, 100, 109, 100, 99, /, 90, 97, 111
- COc1ccc(/C=C2\CN(C)CC3=C2OC(N)=C(C#N)C3c2ccc(OC)c(OC)c2)cc1OC (stereo not given)
→ 83, 94, 114, 79, 93, 96, 103, 63, 95

Other records.
Every second line gives: SN12C, HCT-15, HT29, 786-0, HCT-116, TK-10, HCC-2998, UO-31, SW-620
- CCOC(=O)C(CC)(C(=O)OCC)C(C)CC (stereo not given)
→ 102, 101, 107, 99, 100, 104, 118, 95, 104
- COc1ccc(-c2nnc(Nc3c(C)cccc3C)o2)cc1OC
→ 98, 104, 106, 96, 94, 96, 102, 87, 96
- COc1ccc(-c2nsc3c2NC(=O)CC3c2ccc(F)cc2)cc1 (stereo not given)
→ 52, 24, 4.7*, 57, 20, 38, 57, 49, 21
- Cc1ccc(S(=O)(=O)Oc2ccc(-c3cn4ccsc4n3)cc2)cc1
→ 97, 94, 99, 97, 97, 95, 103, 103, 106
- OCCCC(O)c1ccccc1 (stereo not given)
→ 94, 114, 99, 101, 98, 123, 102, 100, 105
- CC(=O)n1nc(C(=O)OCc2ccccc2C)c2ccccc21
→ 88, 97, 121, 102, 98, 121, 98, 77, 103
- O=[N+]([O-])c1ccc(C(Br)c2ccc([N+](=O)[O-])cc2)cc1
→ 55, 58, 73, 108, 21, 97, 90, 47, 11
- O=C1[C@H]2Cc3c([nH]c4ccccc34)[C@@H](c3c(Cl)cccc3Cl)N2C(=O)CN1C1CCN(CC2CCCCC2)CC1
→ 88, 30, 21, 83, 36, 142, 85, 63, 66
- Clc1ccc(-c2nnc(CCc3nc(-c4ccc(Br)cc4)no3)o2)cc1Cl
→ 103, 111, 113, 106, 106, 113, 109, 84, 109
- O=C(O)/C=C(\c1nc2ccc([N+](=O)[O-])cc2[nH]1)c1cc(Cl)ccc1O
→ 13, 21, 36, 44, 8.0*, 27, 28, 17, 29
- O=C(O)COc1ccccc1F
→ 98, 113, 113, 102, 96, 109, 111, 103, 104
- Cc1nc2ccccc2nc1SCc1nnc(Nc2ccccc2)o1
→ 88, 93, 108, 98, 83, 112, 107, 70, 100
- Cc1cc2c(c(C)c1Cl)C(=O)/C(=C/c1ccc(C(C)C)cc1)O2
→ 92, 104, 103, 104, 102, 147, 108, 70, 100
- O=[N+]([O-])c1ccc(N=Nc2c(Cl)cc(O)cc2Cl)cc1
→ 0.7*, -26*, 8.5*, -20*, -57*, 9.6*, 5.8*, -32*, -10*
- CN(C)C(=O)NO
→ 98, 102, 105, 103, 104, 101, 110, /, 98
- O=C(Cn1cc(CNC(=O)c2ccc3ccc4ccc(C(=O)NCc5cn(CC(=O)c6ccc(Br)cc6)nn5)nc4c3n2)nn1)c1ccc(Br)cc1
→ 108, 104, 97, 98, 99, 111, 102, 79, 106
- COc1cc(C2=NN(C(C)=O)C(c3ccc(Cl)cc3)O2)c(OC(C)=O)c2ccccc12 (stereo not given)
→ 105, 105, 100, 104, 103, 114, 108, 92, 103
- O=S(=O)(OCCCl)OCCCl
→ 105, 109, 117, 104, 106, 109, 108, 89, /
- CCCCCCCCCCCC(=O)N(CCOC(=O)C(C)(C)C)CCOC(=O)C(C)(C)C
→ 107, 99, 74, 98, 85, 86, 108, 70, 108
- CCOC(=O)c1cc(C(=O)c2ccccc2)n2c1ccc1c3ncccc3ccc12
→ 101, 102, 97, 98, 92, 105, 103, 68, 102
- Cc1ccc(/C=N/NC(=O)CSc2nc3ccccc3c(=O)n2CCc2ccc(S(N)(=O)=O)cc2)cc1
→ 102, 92, 112, 106, 87, 120, 110, 71, 101
- COC(=O)CC[C@@H]1C(C)=CC(=O)[C@@]2(F)[C@H]1CCC1=CC(=O)C=C[C@@]12C
→ 100, 112, 101, 102, 99, 115, 101, 75, 111
- COc1cc2c(c(OC)c1OC)C1(NCC2)C(=O)Nc2c(Br)cc(Br)cc21 (stereo not given)
→ 93, 105, 104, 96, 103, 104, 106, 51, 99
- NC(Cc1cccc(F)c1)C(=O)O (stereo not given)
→ 95, 105, 104, 99, 104, 112, 114, 90, 104
- Nc1nc(N)c2c(n1)NC(c1ccc(F)cc1)CC(c1ccc(Nc3nc(NCCO)nc(Nc4ccc(Cl)cc4)n3)cc1)=N2 (stereo not given)
→ 60, -48*, -52*, -71*, -67*, 111, -80*, 35, -53*
- Clc1ccc(OCCOc2ccc(Cl)cc2Cl)c(Cl)c1
→ 114, 82, 73, 88, 83, 81, 98, 94, 97

Rewritten as a markdown table: six of the compounds above
| SMILES | SN12C | HCT-15 | HT29 | 786-0 | HCT-116 | TK-10 | HCC-2998 | UO-31 | SW-620 |
| --- | --- | --- | --- | --- | --- | --- | --- | --- | --- |
| CCOC(=O)c1cc(C(=O)c2ccccc2)n2c1ccc1c3ncccc3ccc12 | 101 | 102 | 97 | 98 | 92 | 105 | 103 | 68 | 102 |
| Cc1ccc(/C=N/NC(=O)CSc2nc3ccccc3c(=O)n2CCc2ccc(S(N)(=O)=O)cc2)cc1 | 102 | 92 | 112 | 106 | 87 | 120 | 110 | 71 | 101 |
| COC(=O)CC[C@@H]1C(C)=CC(=O)[C@@]2(F)[C@H]1CCC1=CC(=O)C=C[C@@]12C | 100 | 112 | 101 | 102 | 99 | 115 | 101 | 75 | 111 |
| COc1cc2c(c(OC)c1OC)C1(NCC2)C(=O)Nc2c(Br)cc(Br)cc21 (stereo not given) | 93 | 105 | 104 | 96 | 103 | 104 | 106 | 51 | 99 |
| NC(Cc1cccc(F)c1)C(=O)O (stereo not given) | 95 | 105 | 104 | 99 | 104 | 112 | 114 | 90 | 104 |
| Nc1nc(N)c2c(n1)NC(c1ccc(F)cc1)CC(c1ccc(Nc3nc(NCCO)nc(Nc4ccc(Cl)cc4)n3)cc1)=N2 (stereo not given) | 60 | -48* | -52* | -71* | -67* | 111 | -80* | 35 | -53* |
